PREPL inh: inhibitors of human prolyl oligopeptidase-like enzyme PREPL; inhibition, % at 5.96 µM; recombinant PREPL, fluorescence polarization activity-based probe; actives 0.68% (n = 320,000); in the data active = inhibition above about 43%;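 note: 0% = enzyme with DMSO and 100% = wells lacking enzyme; many of its hits are not listed in these tables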
LYPLA2 counter: counter-screen for PME1 inhibitors: inhibitors of human LYPLA2 | AID 2177 | inhibition, % at 5.9 µM | O95372 | recombinant LYPLA2, FP-Rh probe fluorescence polarization | actives 0.38% (n = 320,000);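 active = inhibition above the screen-wide mean plus 3 SD, limit set per campaign, cut at about 26% in these data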;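 note: 0% = LYPLA2 with DMSO and 100% = wells lacking LYPLA2 enzyme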
LYPLA1 inh: counter-screen for PME1 inhibitors: inhibitors of human LYPLA1; O75608; recombinant LYPLA1, FP-Rh probe fluorescence polarization; inhibition, % at 5.9 µM; actives 0.16% (n = 320,000); AID 2174;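 active = inhibition above the mean of all tested compounds plus 3 SD, set per campaign, cut at about 14% in these data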;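 note: inhibitors block serine hydrolase probe labeling of LYPLA1 so polarization falls; 0% = enzyme with DMSO and 100% = wells lacking LYPLA1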
Target sequence (O75608 whole entry, looked up): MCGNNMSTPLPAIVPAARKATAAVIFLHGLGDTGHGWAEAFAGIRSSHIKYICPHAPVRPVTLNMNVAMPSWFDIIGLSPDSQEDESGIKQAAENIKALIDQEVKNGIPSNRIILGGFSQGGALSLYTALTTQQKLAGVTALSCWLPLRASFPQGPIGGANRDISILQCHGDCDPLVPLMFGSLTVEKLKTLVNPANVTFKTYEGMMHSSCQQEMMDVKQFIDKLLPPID
GSTO1 inh: blocks human GSTO1 in RBBP9 counter-screen | inhibition, % at 5.96 µM | recombinant GSTO1, activity-based probe fluorescence polarization | P78417 | actives 1.1% (n = 300,000);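 active = inhibition above the campaign mean inhibition plus 3 SD, cut at about 35% in these data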;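 note: 0% = GSTO1-1 with DMSO and 100% = wells lacking GSTO1-1 enzyme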
PAFAH1B3 FP inh: PAFAH1B3 (human) inhibition. recombinant PAFAH1B3, FP-rhodamine probe, fluorescence polarization. inhibition, % at 3.39 µM. actives 0.28% (n = 340,000). AID 492972;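 active = inhibition above the screen-wide average of all tested compounds plus 3 SD, cut at about 25% in these data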;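 note: 0% = enzyme with DMSO only and 100% = wells lacking PAFAH1B3 protein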
PAFAH2 FP inh: inhibitors of human PAFAH2 | Q99487 | inhibition, % at 3.39 µM | recombinant PAFAH2, FP-rhodamine activity probe, fluorescence polarization | actives 0.99% (n = 340,000) | AID 492956;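 active = inhibition above the mean over all tested compounds plus 3 SD, cut at about 30% in these data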;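 note: inhibitors block probe labeling of enzyme so polarization drops; 0% = enzyme with DMSO and 100% = wells lacking PAFAH2 protein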
PAD4 FP inh: inhibitors of human PAD4. recombinant PAD4, RCA probe fluorescence polarization. Q9UM07. actives 0.41% (n = 330,000). inhibition, % at 6.36 µM;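 active = percent inhibition above a cutoff equal to the mean of all tested compounds plus 3 SD, cut at about 15% in these data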;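 note: 0% = PAD4 with RCA probe and DMSO and 100% = probe without PAD4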
Target sequence (Q9UM07 whole entry, looked up): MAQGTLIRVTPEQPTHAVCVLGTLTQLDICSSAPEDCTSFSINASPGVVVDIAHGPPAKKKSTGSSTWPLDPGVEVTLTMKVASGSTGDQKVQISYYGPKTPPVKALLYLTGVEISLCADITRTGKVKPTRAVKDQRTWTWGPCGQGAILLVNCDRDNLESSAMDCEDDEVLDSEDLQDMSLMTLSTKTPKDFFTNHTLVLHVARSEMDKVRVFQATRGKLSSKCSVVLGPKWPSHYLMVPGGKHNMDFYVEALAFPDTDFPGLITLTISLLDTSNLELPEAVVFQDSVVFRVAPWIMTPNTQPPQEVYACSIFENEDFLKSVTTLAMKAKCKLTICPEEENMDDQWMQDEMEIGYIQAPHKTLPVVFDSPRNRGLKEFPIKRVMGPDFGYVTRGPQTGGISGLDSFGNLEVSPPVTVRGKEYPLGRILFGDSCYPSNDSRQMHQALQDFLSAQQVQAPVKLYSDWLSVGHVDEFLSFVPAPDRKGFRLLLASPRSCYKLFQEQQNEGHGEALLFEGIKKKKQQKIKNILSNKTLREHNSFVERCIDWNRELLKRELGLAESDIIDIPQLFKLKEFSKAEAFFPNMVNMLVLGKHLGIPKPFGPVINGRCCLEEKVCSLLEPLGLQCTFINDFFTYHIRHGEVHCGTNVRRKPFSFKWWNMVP
PAFAH1B2 FP inh: PAFAH1B2 (human) inhibition; P68402; recombinant PAFAH1B2, FP-rhodamine activity probe, fluorescence polarization; inhibition, % at 3.39 µM; actives 1.2% (n = 340,000); AID 492953;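 active = inhibition above the mean of all tested compounds plus 3 SD, cut at about 24% in these data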;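 note: 0% = enzyme with DMSO and 100% = wells lacking PAFAH1B2; many of its hits are not listed in these tables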
pPAFAH FP inh: pPAFAH (human) enzyme inhibition; Q13093; recombinant pPAFAH, FP-rhodamine probe fluorescence polarization; inhibition, % at 3.39 µM; actives 1.5% (n = 330,000); AID 463082;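 active = inhibition above the mean inhibition across the screen plus 3 SD, cut at about 25% in these data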;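 note: inhibitors block binding of the rhodamine activity-based probe so polarization drops; 0% = enzyme with DMSO and 100% = wells lacking pPAFAH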
* marks the source's active call; other numbers are inactive results; nt = no result given. Only part of the results is shown, so the mix of outcomes need not match the whole.

SMILES | PREPL inh | LYPLA2 counter | LYPLA1 inh | GSTO1 inh | PAFAH1B3 FP inh | PAFAH2 FP inh | PAD4 FP inh | PAFAH1B2 FP inh | pPAFAH FP inh
CNC(=O)c1[nH]cnc1C(=O)N[C@@H](Cc1ccccc1)C(=O)OC(C)(C)C | 12.1 | -4.7 | -5.6 | 6.0 | 4.2 | 0.2 | 6.1 | -2.3 | -4.8
COC(=O)c1ccc(N=Nc2ccccc2)cc1 | 7.8 | 0.3 | -0.4 | 0.0 | 1.3 | 3.0 | 2.0 | -1.7 | 4.6
CC1Cc2cc(/C(O)=C3/C(=O)C(=O)N(CCCn4ccnc4)C3c3cccc([N+](=O)[O-])c3)ccc2O1 (stereo unspecified) | -6.9 | 5.4 | 1.9 | -6.1 | 1.3 | -3.4 | -5.5 | 2.1 | 6.9
COc1ccc(C(=O)Oc2cccc3cccnc23)cc1[N+](=O)[O-] | 16.8 | 6.6 | 4.0 | 9.0 | 9.8 | 6.6 | -1.7 | 0.9 | -2.5
COc1ccc(OCC(O)CNc2ccc(Br)cc2)cc1 (stereo unspecified) | 5.7 | 8.7 | -0.8 | 0.8 | -0.3 | 7.6 | -0.6 | 7.9 | 12.3
Cc1onc(-c2ccccc2)c1C(=O)N(Cc1ccccc1)C(C)C | 11.8 | -2.9 | 1.8 | 2.1 | 3.0 | 0.2 | 0.1 | 2.8 | 0.3
Cc1ccc(NC2=NCC(=O)N2C2CCCC2)cc1 | 3.6 | 5.6 | 0.5 | 0.6 | 6.2 | 5.5 | -3.8 | -0.5 | 1.9
O=S(=O)(NC1CCCCC1)c1ccc(S(=O)(=O)N2CCN3CCCC3C2)cc1 (stereo unspecified) | 3.6 | 3.8 | 3.0 | 6.3 | -5.0 | 7.4 | 1.7 | 8.9 | 6.2
COc1cccc(CN2CC(C(=O)NCCCn3cccn3)CCC2=O)c1 (stereo unspecified) | 12.3 | -2.4 | 6.5 | -7.4 | 5.3 | -5.5 | -7.8 | 5.5 | 0.6
CC(C)(C)[C@H]1C=C(C(=O)Nc2ccccc2)O[C@@H](OCCCCO)C1 | 8.3 | 5.4 | 2.6 | -1.1 | -8.9 | -5.8 | 2.3 | -4.7 | 1.5
Cc1ccc(C)c(-n2c(Cc3cc(=O)[nH]c(=O)[nH]3)nnc2SC(C)C)c1 | -3.9 | -5.1 | 2.9 | 0.3 | 7.0 | 2.6 | -2.3 | -0.6 | 3.6
CC(=O)N(C(C)=O)c1c(N2CCOCC2)c2ccccc2oc1=O | 24.8 | 2.2 | -0.9 | 8.4 | 1.7 | -5.2 | 3.4 | -0.5 | 5.2

Complete entries, quoted from the list:
CC(=O)N(C(C)=O)c1c(N2CCOCC2)c2ccccc2oc1=O is listed as PREPL inh = 24.8; LYPLA2 counter = 2.2; LYPLA1 inh = -0.9; GSTO1 inh = 8.4; PAFAH1B3 FP inh = 1.7; PAFAH2 FP inh = -5.2; PAD4 FP inh = 3.4; PAFAH1B2 FP inh = -0.5; pPAFAH FP inh = 5.2
COc1ccc(C(=O)Oc2cccc3cccnc23)cc1[N+](=O)[O-] is listed as PREPL inh = 16.8; LYPLA2 counter = 6.6; LYPLA1 inh = 4.0; GSTO1 inh = 9.0; PAFAH1B3 FP inh = 9.8; PAFAH2 FP inh = 6.6; PAD4 FP inh = -1.7; PAFAH1B2 FP inh = 0.9; pPAFAH FP inh = -2.5

Other records:
SMILES | PREPL inh | LYPLA2 counter | LYPLA1 inh | GSTO1 inh | PAFAH1B3 FP inh | PAFAH2 FP inh | PAD4 FP inh | PAFAH1B2 FP inh | pPAFAH FP inh
Cc1cc(=O)oc2cc(OCC(=O)NCCc3ccccc3)ccc12 | -6.7 | -0.6 | 3.5 | 1.9 | -7.9 | 4.1 | -0.1 | -8.9 | 7.8
CCC(CC)C(=O)N1N=C(c2ccc(NS(C)(=O)=O)cc2)CC1c1ccccc1 (stereo unspecified) | 0.0 | -2.6 | -3.1 | -6.8 | -1.6 | -1.8 | 2.5 | 6.7 | 3.8
Cc1cc2ncn(/N=C/c3ccc4c(c3)OCO4)c2cc1C | -7.3 | -0.7 | -2.4 | -23.1 | 4.8 | -3.7 | -0.6 | -2.8 | 1.6
COc1cc(NC(=O)CCC(=O)Nc2ccc3nc(N4CCOCC4)cc(C)c3c2)cc(OC)c1OC | 6.5 | 1.2 | 1.4 | 1.5 | 22.9 | 8.1 | 2.5 | 3.2 | 10.8
COc1ccc(CC(=O)NCC2CCCN(Cc3ccc(F)cc3F)C2)cc1 (stereo unspecified) | 5.1 | 4.9 | 2.7 | 2.4 | 0.1 | 6.5 | 0.0 | 2.9 | 0.7
Cn1c(=O)[nH]c(=O)c2c1[nH]c(=S)n2Cc1ccccc1 | -3.6 | -3.1 | 0.1 | 6.2 | 10.1 | -6.6 | -0.6 | 2.4 | 0.8
O=C(C[C@@H]1C/C=C\C[C@H](Cc2ccc(F)cc2)C(=O)OCCNC1=O)NCCO | 6.7 | nt | nt | nt | 1.6 | 5.6 | -2.8 | 10.2 | -0.3
CN(Cc1ccccc1)C(=O)c1ccc(NC(=O)C2CCCN(C(=O)OC(C)(C)C)C2)cc1 (stereo unspecified) | 0.2 | nt | nt | nt | 1.2 | 4.6 | 3.3 | -0.1 | 6.2
CCOC(=O)N1CCN(c2cc(=O)n(Cc3ccc(F)cc3)c(=O)[nH]2)CC1 | -4.7 | 2.9 | 2.5 | 6.3 | 1.7 | -3.9 | -2.4 | 8.6 | -2.1
O=C(O)CC1S/C(=N\N=C2CCCCCCC2)N(c2ccccc2)C1=O (stereo unspecified) | 0.5 | 0.8 | 0.8 | 5.4 | -4.4 | 8.3 | -6.6 | 9.4 | 0.8
COc1cc(Nc2c3ccccc3nc3ccccc23)cc(OC)c1OC | 29.7 | -5.4 | -1.8 | -25.4 | 6.8 | 3.2 | -3.6 | 6.5 | 6.2
Cc1ccc2c(c1)[C@@H]1CN(C)CC[C@@H]1N2S(=O)(=O)c1ccc([N+](=O)[O-])cc1 | 3.7 | -3.0 | 3.2 | 3.2 | 8.5 | 4.2 | 4.3 | 3.9 | -0.3
CC1CCN(Cc2c(C(=O)N/N=C/c3ccc(OC(C)C)cc3)nnn2-c2nonc2N)CC1 | 20.7 | -17.1 | -8.9 | -5.8 | 0.9 | -7.2 | 1.1 | -6.5 | 3.1
CCn1c(Cc2c(C)[nH]c3ccccc23)nnc1SCC(=O)NCc1ccco1 | 7.3 | 9.1 | -0.3 | 9.0 | 5.2 | 1.1 | -5.1 | 3.3 | 0.3
COc1ccc(C(=O)NC2CCN(C(=S)Nc3cc(C)ccc3C)CC2)cc1 | 1.8 | -1.6 | -3.8 | -5.1 | -4.8 | 17.4 | -4.8 | 0.5 | 6.1
COc1ccc(NC(=O)CCC(=O)Nc2nnc(C3CCCCC3)s2)c(OC)c1 | 14.0 | 1.0 | 0.6 | 3.6 | -5.7 | -0.9 | -3.0 | 2.3 | 3.5
COc1ccc(C2=NN(C(=O)CCC(=O)O)C(c3ccc(OC)c(OC)c3)C2)cc1 (stereo unspecified) | -2.0 | 14.0 | 2.4 | 1.3 | 17.5 | -1.6 | -1.2 | -1.3 | 1.9
CC(c1nc2ccccc2o1)N1C(=O)c2ccccc2C1=O (stereo unspecified) | -5.9 | 4.3 | -1.7 | -3.0 | 5.2 | -5.8 | 2.4 | 6.5 | 6.9
CCOC(=O)c1c(-c2ccccc2)csc1NC(=O)COc1ccc2c(C)cc(=O)oc2c1 | 13.4 | 3.4 | -1.9 | -0.1 | 6.7 | -7.6 | -1.1 | 4.1 | -0.1
O=[N+]([O-])c1ccccc1OCCNCc1ccccc1 | -5.2 | -2.4 | -0.1 | 2.6 | 10.2 | -2.4 | 3.1 | 3.3 | 3.0
CCC1Nc2ncnc(N3CCCCC3)c2N(Cc2ccccc2)C1=O (stereo unspecified) | 0.3 | -0.6 | 0.6 | 4.2 | 5.3 | -8.1 | 0.0 | 1.6 | 0.6
COC(=O)CC1C(=O)NCCN1C(=O)c1cc([N+](=O)[O-])ccc1Cl (stereo unspecified) | 10.0 | -2.9 | 1.0 | 2.1 | 2.8 | 4.8 | -1.8 | 3.1 | 3.8
Cc1ccc(CN2CCNC(=O)C2CC(=O)O)cc1 (stereo unspecified) | 2.4 | -1.6 | 0.2 | 4.6 | 6.3 | -8.9 | -0.7 | 3.7 | 7.1
O=C(Nc1ccnn1C1CCN(C2CCC2)CC1)c1ccccc1 | 6.7 | 6.1 | 3.7 | 3.9 | 7.5 | 5.0 | 0.8 | 6.7 | 3.7
Cc1ccc(-c2nc(CS(=O)CC(=O)NCc3ccc(Cl)cc3)c(C)o2)cc1 (stereo unspecified) | 4.9 | 2.6 | -1.7 | -4.4 | 3.4 | 0.5 | 1.8 | 9.4 | -0.1
CCOc1ccc(NS(=O)(=O)c2cc(C(=O)NCC3CCCO3)ccc2Cl)cc1 (stereo unspecified) | -3.1 | -1.2 | 1.4 | 3.6 | -1.7 | 4.6 | 0.6 | 1.8 | 4.9
CCOc1cc(C2Nc3cccc4cccc(c34)N2)ccc1O | 15.4 | -17.3 | -31.3 | 23.3 | 39.8* | 41.0* | -17.1 | 26.8* | 5.7
O=C(Cn1cc([N+](=O)[O-])cn1)Nc1nc2ccccc2s1 | 10.2 | 5.9 | 2.0 | 3.1 | 9.8 | 6.8 | -0.2 | -0.2 | 5.2
CN(c1ccccc1)c1nc(N)c([N+](=O)[O-])c(N2CCOCC2)n1 | 16.9 | 3.2 | 2.0 | 0.6 | 0.3 | -1.2 | -3.5 | 3.3 | 2.9
O=Nc1c(O)n(Cc2cccc(Cl)c2)c2ccccc12 | -43.1 | -23.4 | -18.5 | -7.8 | -19.7 | -18.9 | -4.8 | -10.6 | -19.9
O=C(O)C1C2C=CC(C2)C1C(=O)NCc1cccc(Cl)c1 (stereo unspecified) | -3.5 | -4.6 | -4.5 | 3.9 | 8.6 | -2.7 | -7.4 | 2.4 | 4.5
CCCn1ccnc1SC(C)C(=O)Nc1c(C)n(C)n(-c2ccccc2)c1=O (stereo unspecified) | 10.4 | 8.3 | -1.6 | nt | 2.0 | -6.7 | -8.1 | 1.4 | -0.4
CN(C)c1cc(-c2ccc(Cl)cc2Cl)oc(=O)c1Cl | -4.7 | 8.3 | -4.5 | -0.1 | 2.7 | -3.5 | -0.5 | -0.6 | 6.5
CCOC(=O)[C@@H]1[C@H]2COc3ccc(Br)cc3[C@@H]2N2C(=O)N(c3ccc(C)cc3)C(=O)[C@@]12C | -49.2 | nt | nt | nt | -0.6 | 4.7 | 1.4 | -4.0 | 3.1
Cc1ccc(C(N)=S)c(C)c1 | 11.1 | -5.1 | -0.5 | -2.2 | 6.3 | 6.8 | -3.1 | 4.8 | 0.7
COc1ccc(NS(=O)(=O)c2cccc(NC(=O)c3ccccn3)c2)cc1 | -5.8 | 4.0 | -2.3 | 4.3 | -2.4 | -0.3 | -6.2 | -0.7 | 25.7*
Cc1cc(C)c(-c2c(O)c3ccccc3n(C)c2=O)c(C)c1 | -2.4 | -3.6 | -1.4 | -2.0 | nt | nt | -5.1 | nt | -0.2
Cc1cc(C)nc(SCc2ccc(C(=O)N/N=C/c3ccc(C(=O)O)cc3)cc2)n1 | 4.4 | 2.3 | -5.8 | -8.4 | 10.4 | -3.8 | -1.8 | -3.4 | 2.9
Cc1sc2ncnc(SCC(=O)NC(=O)c3cccn3C)c2c1C | -2.6 | -24.3 | -12.6 | -0.2 | -22.2 | -21.8 | -8.1 | -17.0 | -8.3
O=C(COC(=O)C1CSC2(c3ccc(F)cc3)CCC(=O)N12)NC(=O)NC1CCCC1 (stereo unspecified) | 1.1 | 0.7 | 2.8 | 6.5 | 11.3 | -2.8 | 1.9 | 2.2 | 7.4

Screening results from PubChem.
